Cneo AK release: Cryptococcus neoformans cell lysis inducers, primary screen, AK release luminescence, single concentration. C. neoformans lysis, adenylate kinase release luminescence, 4 h; normalised: neutral wells 0, clomiphene wells 100. lysis activity, % at 15 µM. hit rate 0.2% among 360,000. AID 651654, 2012;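 active = mean lysis activity across replicates of at least 80%, whatever share of replicates individually reach that level; inactive = mean lysis activity below 80%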
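Assay system: C. neoformans cells. Amount: yeast cell density of 5 × 10^6 cells/mL. Technique: AK luminescence. Buffer or medium: YPD. Times: static 4 h at 37 °C with compound, 1 h detection. Dosing: single-point compound dose. Read-out: lysis from increased AK signal.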
PGC1a acetyl inh: inhibitors of PGC1a acetylation signal, primary screen, cell-based, U2OS, AlphaScreen, inhibitor mode; AlphaScreen anti-acetyl-lysine; with virally co-expressed GCN5 acetyltransferase; inhibition, % at 15.6 µM; hit rate 0.17% among 350,000;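 active = every replicate shows inhibition of at least 40%; inconclusive = mean inhibition at least 40% but some replicate below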;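 also: 0% = neutral control wells and 100% = positive control wells; some results beyond the cut were filed as inactive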
FN deposition inh: inhibitors of fibronectin matrix deposition, primary screen, AH1F cells, Alexa488-fibronectin fluorescence, plate reader; AH1F fibroblasts, overnight; hit rate 0.086% among 350,000; inhibition, % at 12.6 µM;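 active = mean inhibition across replicates of 30% or more, regardless of how many single replicates reach that level; inconclusive = mean under 30% yet at least half of replicates reach 30%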;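 also: positive control wells lacked labelled fibronectin entirely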
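Material: AH1F fibroblast monolayer depositing Alexa488-labelled fibronectin into matrix / Amount: 10000 AH1F cells per well / Signal: fluorescence 485/525 nm / Medium: DMEM, 2% serum / Compound: single dose, pinned / Incubation: 1 h cell adhesion before compound, then overnight fibronectin incubation / Reagent: Alexa488-FN, 24 nM final / Read-out: inhibition of fibronectin deposition signal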
PglD DTNB: C. jejuni PglD acetyltransferase inhibitors, primary screen, biochemical, DTNB colorimetric, single point; purified PglD enzyme, DTNB colorimetric CoA detection; inhibition, % at 12.5 µM; hit rate 0.098% among 360,000; AID 602405, 2012; in the data active = inhibition above about 16%, passing the limit was not always enough; inconclusive = no clear call, values can overlap the other calls; also: strong numbers were not always called active
INS-1E GSIS act: GLuc luminescence reporter in INS-1E cells, primary screen for activators of glucose-dependent secretion of insulin; INS-1E GLuc reporter insulin secretion, 2-3 h; activation, % at 16.6 µM; hit rate 0.61% among 370,000; AID 743287, 2014;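 active = lowest replicate activation of at least 40%, so every replicate reaches that level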;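 also: 0% = median of neutral control wells and 100% = median of IBMX positive control wells; some compounds called inactive have numbers as strong as hits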
C2C12 statin: suppressors of statin myotoxicity in C2C12 myotubes, primary screen, cell-based, single point, plate reader; rescue of ATP level, % at 7.49 µM; C2C12 myotubes + simvastatin, ATP luminescence, 48 h; scaled: DMSO 0, geranylgeraniol control 100; hit rate 0.78% among 330,000;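 active = mean ATP rescue above about 67%, or every replicate alone reaching that limit, limit read from the data, passing the limit was not always enough; inconclusive = no clear call, values can overlap the other calls; inactive = mean under the limit and some replicate under it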;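 also: myotubes were challenged with 10 µM simvastatin during compound exposure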
miR122 inh: miR-122 Renilla sensor signal increase in Huh7, primary screen, miR-122 inhibitor project, cell-based, single point, plate reader; Huh7 miR-122 Renilla luciferase sensor, 48 h; neutral wells = 0, positive control = 100; activation (reporter increase), % at 12.5 µM; hit rate 0.3% among 340,000; AID 602342, 2012;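 active = mean replicate activation score at least 90 and every replicate individually at or above 90; inconclusive = only one of the two criteria met; inactive = neither criterion met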;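 also: higher luciferase means less miR-122 activity so hits act as miR-122 inhibitors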
CFTR F508del cor: F508del CFTR correction, initial screen, CFBE line, single point | hit rate 0.36% among 350,000 | CFBE cells, YFP halide quenching; stimulated with forskolin plus potentiator P3; % fluorescence drop versus neutral controls | activity (quench increase), % at 7.58 µM;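 active = mean added fluorescence quench of at least 8% versus neutral control, with both replicates also reaching 8%; inconclusive = only one of the mean or replicate conditions met; inactive = mean below 8% and not both replicates reaching 8%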;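 also: cells transiently co-express mutant CFTR-F508del with the halide-sensitive YFP; corrector assay measuring rescue of mutant channel to the surface after 24 h compound exposure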
An asterisk follows results filed as active; ? = inconclusive; . = not tested or not shown; & = joins results of further samples; [ ] = dose if it differs, or a comment. Compounds were not picked by outcome; about 2.1% have a hit in one of these screens.

[1] CN(C)/C=C/C(=O)c1ccc2noc(-c3ccccc3)c2c1
[2] COc1ccccc1NC(=O)CN1C(=O)COc2ccc(S(=O)(=O)N3CCC(C)CC3)cc21
[3] COc1ccc(NC(=O)CCCOc2ccc(Cl)c(C)c2)cc1S(=O)(=O)N1CCOCC1
[4] Cc1cc(/C=C2\NC(=O)NC2=O)c(C)n1-c1cccnc1
[5] Cc1ccc(N2C(=O)CCC2(C(N)=O)c2ccccc2)cc1 (stereo unspecified)
[6] Cc1oc(-c2ccccc2F)nc1CS(=O)(=O)CC(=O)N1CCOCC1
[7] COCCNC(=O)C(c1ccc(C)o1)N(CC1CCCO1)C(=O)Cn1nnc2ccccc21 (stereo unspecified)
[8] C[C@@H]1CN([C@@H](C)CO)C(=O)c2cccc(NS(=O)(=O)c3cccs3)c2O[C@@H]1CN(C)S(=O)(=O)c1ccccc1
Compound	1	2	3	4	5	6	7	8
Cneo AK release	1	.	-3	0	2	2	1	1
PGC1a acetyl inh	.	6	-24	3	16	.	9	3
CFTR F508del cor	0.8	0.1	0.4	3.0	-0.8	2.6	.	-0.3
PglD DTNB	2	.	-1	6	-2	-1	2	-3
miR122 inh	.	9	15	-2	-4	-5	-5	-5[16.7 µM]
C2C12 statin	-1	8	6	-4	0	0	12	?
FN deposition inh	-11	-5	6	4	.	7	3	-8
INS-1E GSIS act	-12	-14	-45	5	3	1	.	-20

[9] CCCn1nnc(NC(=O)c2ccccc2Br)n1
[10] COc1ccccc1S(=O)(=O)N(C)C[C@H]1Oc2cc(Br)ccc2S(=O)(=O)N([C@@H](C)CO)C[C@H]1C
[11] CCCC(NC(=O)CCc1c(C)c2cc3c4c(oc3c(C)c2oc1=O)CCCC4)C(=O)O (stereo unspecified)
[12] Cn1cnnc1SCC(=O)NN1C(=O)NC(C)(c2ccccc2)C1=O (stereo unspecified)
[13] COc1cc(-c2cc(C(=O)Nc3ccc(S(N)(=O)=O)cc3)c3ccccc3n2)cc(OC)c1OC
[14] CC1(C)S/C(=N/N=C/c2ccco2)NC1=O
[15] CCC(=O)N(C)C[C@@H]1Oc2cc(-c3ccccc3)ccc2S(=O)(=O)N([C@H](C)CO)C[C@@H]1C
[16] Cc1ccc(-n2nnnc2-c2ccccc2)cc1
Compound	9	10	11	12	13	14	15	16
Cneo AK release	-4	-3&2	3	.	-2	0	7	-1
PGC1a acetyl inh	-6	8&-2	-1	31	-16	-5	0	1
CFTR F508del cor	.	-1.5&-0.1	.	-1.2	6.2	.	-1.8	0.0
PglD DTNB	-4	6&3	-5	.	-7	-8	1	5
miR122 inh	3	-1	4	-5	-3	3	5[16.7 µM]	2
C2C12 statin	-5	6&8	-3	-1	6	.	-6	1
FN deposition inh	3	5	-5	0	-3	-2	.	4
INS-1E GSIS act	19	-12&-9	6	-6	4	-2	10	15

[17] CSc1oc(-c2ccccc2)nc1S(=O)(=O)c1ccc(C)cc1
[18] COC(=O)[C@@]1(Cc2ccccc2)[C@H]2C(=O)N(Cc3ccccc3)C(=O)[C@H]2[C@H]2CN=C(SC)N21
[19] C=CCn1c(SCC(=O)Nc2sccc2C(N)=O)nc2sc(C)c(C)c2c1=O
[20] CN(CCCn1c(=S)[nH]c2ncccc2c1=O)Cc1ccccc1
[21] CCCn1nnnc1NCc1cccc(Cl)c1
[22] CCOc1ccc(S(=O)(=O)N(C)C)cc1-c1nc2c(C(C)(C)C)nn(C)c2c(=O)[nH]1
[23] CCCn1c(N)c(N2CCCCC2)c(=O)n(CC(=O)Nc2ccccc2C(F)(F)F)c1=O
[24] COCC(=O)N1[C@H](C#N)[C@H](c2ccccc2-c2cccc(F)c2)[C@@H]1CO
Compound	17	18	19	20	21	22	23	24
Cneo AK release	0	-1	1	-1	4	0	1	.
PGC1a acetyl inh	-2	.	3	6	-39	?	14	8
CFTR F508del cor	.	-0.6	.	.	4.5	.	-1.5	-0.6
PglD DTNB	0	0	2	5	-3	-1	1	.
miR122 inh	3	.	.	6	1	1	5	.
C2C12 statin	-9	-11	-25	-13	11	5	9	.
FN deposition inh	6	.	9	-7	-14	.	-5	-6
INS-1E GSIS act	.	-21	.	.	-3	.	-8	-4

[25] CCCOCC(O)CC(CC)C(=O)NNC(=S)Nc1ccccc1 (stereo unspecified)
[26] COc1cc(-c2ccc3oc(-c4cccc(C)c4)c(C#CC4(O)CCCCC4)c3c2)cc(OC)c1OC
[27] CN1CCN(C(=O)/C(=C\c2ccccc2)c2ccccc2)CC1
[28] COCC(C)N1CCC(Oc2ccc(C(=O)N3CCCC3)cc2)CC1 (stereo unspecified)
[29] O=C(Nc1ccccc1-c1nnn(CC(=O)N2CCCc3ccccc32)n1)c1ccco1
[30] O=C(C[C@@H]1CC[C@H]2[C@@H](COC[C@@H](O)CN2C(=O)Nc2ccc(Cl)c(Cl)c2)O1)NCc1ccc(Cl)c(Cl)c1
[31] Cc1ccc(-c2nc3ccccc3[nH]2)cc1NC(=O)c1sc2cc(Cl)ccc2c1Cl
[32] O=C(Nc1ccc(F)cc1)C1CCN(S(=O)(=O)c2cccc3nonc23)CC1
Compound	25	26	27	28	29	30	31	32
Cneo AK release	.	-5	12	2	-1	-8	.	-1
PGC1a acetyl inh	1	-21	10	.	-7	20	.	19
CFTR F508del cor	-1.2	2.7	.	0.5	.	2.6	.	-0.8
PglD DTNB	.	-9	-2	4	7	0	.	6
miR122 inh	.	8	-1	.	4	-12[16.7 µM]	-28	-2
C2C12 statin	.	10	-5	6	0	-17	-46	-2
FN deposition inh	4	-3	-2	3	.	0	-7	-14
INS-1E GSIS act	1	4	.	20	-29	-28	20	2

[33] O=C(NCc1ccccc1F)c1ccc2ccccc2n1
[34] CCc1ccc(OCc2nnc(SCC(=O)NCC3CCCO3)n2C)cc1 (stereo unspecified)
[35] CCCCCCCCCNC(=O)[C@H](NC(=O)COc1ccccc1)[C@@H]1NC(C(=O)OC)C(C)(C)S1 (stereo partly specified)
[36] CCN(CC)C(=O)C1=C(C)N(Cc2ccccc2)C(=O)C(CC(=O)NCc2cccs2)C1 (stereo unspecified)
[37] COc1ccc(S(=O)(=O)N(C)C[C@@H]2OCCCC[C@@H](C)Oc3ccc(NC(=O)Nc4c(C)noc4C)cc3C(=O)N([C@@H](C)CO)C[C@H]2C)cc1
[38] C#CCOCCOCCOCCNc1nc(N2CCOCC2)nc(N2CCN(C(=O)Cn3cc(CCCCN)nn3)CC2)n1
[39] CC(C)N(C(=O)c1sc2cc([N+](=O)[O-])ccc2c1Cl)C(C)C
[40] OC(c1ccccc1)c1nc2ccccc2s1 (stereo unspecified)
Compound	33	34	35	36	37	38	39	40
Cneo AK release	-3	-3	2	0	41	-5	1	0
PGC1a acetyl inh	2	-11	1	10	3	-1	1	-1
CFTR F508del cor	-1.5	-1.6	-0.1	-3.5	0.3	-0.5	.	.
PglD DTNB	-2	-1	-4	-5	1	-1	-23	-2
miR122 inh	-1	7	-3	-3	5[16.7 µM]	-2	1	4
C2C12 statin	28	-1	.	2	20	-10	1	5
FN deposition inh	4	-2	3	-2	-3	1	-3	.
INS-1E GSIS act	29	13	-3	-14	-1	-11	.	.

An excerpt from above in order of count of non-hydrogen atoms, highest first:
[37] COc1ccc(S(=O)(=O)N(C)C[C@@H]2OCCCC[C@@H](C)Oc3ccc(NC(=O)Nc4c(C)noc4C)cc3C(=O)N([C@@H](C)CO)C[C@H]2C)cc1
[38] C#CCOCCOCCOCCNc1nc(N2CCOCC2)nc(N2CCN(C(=O)Cn3cc(CCCCN)nn3)CC2)n1
[35] CCCCCCCCCNC(=O)[C@H](NC(=O)COc1ccccc1)[C@@H]1NC(C(=O)OC)C(C)(C)S1 (stereo partly specified)
[39] CC(C)N(C(=O)c1sc2cc([N+](=O)[O-])ccc2c1Cl)C(C)C
[40] OC(c1ccccc1)c1nc2ccccc2s1 (stereo unspecified)
Compound	37	38	35	39	40
Cneo AK release	41	-5	2	1	0
PGC1a acetyl inh	3	-1	1	1	-1
CFTR F508del cor	0.3	-0.5	-0.1	.	.
PglD DTNB	1	-1	-4	-23	-2
miR122 inh	5[16.7 µM]	-2	-3	1	4
C2C12 statin	20	-10	.	1	5
FN deposition inh	-3	1	3	-3	.
INS-1E GSIS act	-1	-11	-3	.	.

Continued:
[41] Cc1cccc(NC(=O)C(CCC(N)=O)NC(=O)OCc2ccccc2)c1 (stereo unspecified)
[42] Cc1noc(C)c1C(=O)N1CCN(c2cccc(Cl)c2)CC1
[43] COc1ccc(S(=O)(=O)N2CCOCC2)cc1C(=O)NCC(c1ccco1)N1CCCC1 (stereo unspecified)
[44] Cc1ccccc1S(=O)(=O)N1C[C@H]2CON(C)[C@H]2C[C@H]1c1cccc(N2CCOCC2)c1
[45] Oc1c(C=C2N=c3ccccc3=N2)sc(=S)n1-c1ccc(F)cc1
[46] O=C(CCc1nc(-c2ccccc2)no1)NC1CCCCCC1
[47] COc1cc(C(=O)Nc2ccc(S(=O)(=O)Nc3nccc(C)n3)cc2)cc(OC)c1OC
[48] COc1ccc(CCn2c(=S)[nH]c3cc(C(=O)NCc4ccco4)ccc3c2=O)cc1OC
[49] COC(=O)N1C(=O)[C@](c2ccc(Cl)cc2)(C(C)C)N1C(=O)OC
[50] Cc1cc(-c2n[nH]c(=S)n2/N=C/C=C/c2ccco2)n[nH]1
Compound	41	42	43	44	45	46	47	48	49	50
Cneo AK release	1	4	1	0	-1	1	-3	0	-4	13
PGC1a acetyl inh	12	.	.	4	-23	11	-3	.	.	6
CFTR F508del cor	-1.7	2.9	1.6	-1.6	.	2.0	.	.	0.0	1.6
PglD DTNB	-7	-6	3	-2	-2	2	3	-4	7	7
miR122 inh	1	-5	.	-7	-3	-6	-4	-9	-13	-2
C2C12 statin	-14	-10	20	-2	1	-7	-15	-126	-1	.
FN deposition inh	11	5	-7	6	5&1	11	.	.	-1	6
INS-1E GSIS act	-30	17	5	-5	-10	-28	4	.	-10	.

Screening results (PubChem BioAssay)
